SMN2 splice enh: qHTS Assay for Enhancers of SMN2 Splice Variant Expression. Potency, µM (doses to about 46.1 µM), without a hit: at the highest dose activity change, positive = activation, most hits filed as activators. 210,000 compounds, 2.8% hits. HEK293 SMN2-luciferase splicing reporter, luminescence, 30-36 h; also: % of control where 0% means no effect; nearly all actives have a fitted effect of over 55% in size
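HEK293 cells carry an SMN2 minigene-luciferase reporter in which exon 7 inclusion puts luciferase in frame. Cells were seeded at 2000 cells/well, attached for 10-12 hours, then exposed to compounds for 30-36 hours at 37C before ONE-Glo luminescence.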
L3MBTL1 inh: qHTS Assay for the Inhibitors of L3MBTL1 | 230,000 compounds, 0.66% hits | Potency, µM (doses to about 57.1 µM), without a hit: top-dose activity, negative = inhibition, hits mostly inhibitors | Lethal(3)malignant brain tumor-like protein 1 (Homo sapiens), Q9Y468 | AID 485360, 2010 | AlphaScreen L3MBTL1–H3K9me1 peptide binding; also: % is scaled to controls: 0 for no effect and ±100 for the full control effect; nearly all actives have a fitted effect of over 60% in size
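AlphaScreen proximity signal between nickel-chelate acceptor and streptavidin donor beads (final 10 ug/mL) reports binding of 50 nM L3MBTL1 to 75 nM biotin-H3 K9me1 peptide; complex incubated with compounds 30 min at room temperature; cefsulodin titration as control.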
Tau fibril ThT: qHTS for Inhibitors of Tau Fibril Formation, Thioflavin T Binding | Potency, µM (top dose mostly 57.4 µM), for inactives: at the highest dose activity, negative = inhibition, hits mostly inhibitors | recombinant tau K18 P301L, heparin-induced fibrillization, ThT fluorescence | AID 1460, 2008 | Microtubule-associated protein tau (Homo sapiens), P10636 | 270,000 compounds, 2.1% hits; also: % is scaled to controls: 0 for no effect and ±100 for the full control effect; nearly all actives have a fitted effect of over 55% in size
Target sequence (P10636 561-689 P618L limits assumed): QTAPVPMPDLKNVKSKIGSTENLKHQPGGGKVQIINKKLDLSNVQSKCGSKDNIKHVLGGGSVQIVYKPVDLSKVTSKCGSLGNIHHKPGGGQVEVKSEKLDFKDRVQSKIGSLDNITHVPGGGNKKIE
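ThT emission at 510 nm, taken 1 hr after adding 30 uM dye, quantifies aggregates formed when 20 uM heparin acts on human tau K18 P301L for 6 hr at 37 C.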
ALDH1A1 block: qHTS Assay for Inhibitors of Aldehyde Dehydrogenase 1 (ALDH1A1) | Potency, µM (highest dose often 75.3 µM), without a hit: at the highest dose activity, negative = inhibition, actives largely listed as inhibitors | Purified ALDH1A1, NADH fluorescence, propionaldehyde substrate | Aldehyde dehydrogenase 1A1 (Homo sapiens), P00352 | 220,000 compounds, 7.3% hits; active = well fitted inhibition curve with a large enough effect, not every such curve was filed as active; inconclusive = small, poorly fitted or top-dose-only effect, or another doubt; inactive = no such curve, though single readings can be large or run the other way;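 also: plate controls were no enzyme wells and a reference inhibitor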
Target sequence (P00352 whole entry, looked up): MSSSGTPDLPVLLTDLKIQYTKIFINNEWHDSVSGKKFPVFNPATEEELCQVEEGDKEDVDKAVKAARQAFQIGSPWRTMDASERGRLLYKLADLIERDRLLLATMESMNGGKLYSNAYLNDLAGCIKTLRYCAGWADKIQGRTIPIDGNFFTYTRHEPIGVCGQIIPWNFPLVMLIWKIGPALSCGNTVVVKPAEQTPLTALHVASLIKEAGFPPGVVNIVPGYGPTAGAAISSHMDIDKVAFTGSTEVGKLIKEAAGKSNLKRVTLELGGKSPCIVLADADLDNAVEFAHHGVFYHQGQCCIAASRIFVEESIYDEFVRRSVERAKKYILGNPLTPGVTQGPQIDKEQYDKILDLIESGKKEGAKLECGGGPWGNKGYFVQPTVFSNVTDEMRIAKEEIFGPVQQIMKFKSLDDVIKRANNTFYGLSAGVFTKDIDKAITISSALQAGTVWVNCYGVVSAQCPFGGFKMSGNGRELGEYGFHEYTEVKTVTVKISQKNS
KDM4E inh: qHTS Assay for Inhibitors of Human Jumonji Domain Containing 2E (JMJD2E) | AID 2147, 2009 | Potency, µM (top dose mostly 57.1 µM), for the others: at the top dose activity change, negative = inhibition, hits mostly inhibitors | Lysine-specific demethylase 4E (Homo sapiens), B2RXH2 | 230,000 compounds, 1.6% hits | JMJD2E catalytic domain, FDH-coupled NADH fluorescence (FDH is formaldehyde dehydrogenase); active = well fitted inhibition curve with a large enough effect, not every such curve was filed as active; inconclusive = small, poorly fitted or top-dose-only effect, or another doubt; inactive = no such curve, though single readings can be large or run the other way;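 also: 0% = wells with enzyme and -100% = buffer wells without enzyme; nearly all actives have a fitted effect of over 50% in size; many of its hits are not listed in these tables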
Target sequence (B2RXH2 1-337 limits assumed): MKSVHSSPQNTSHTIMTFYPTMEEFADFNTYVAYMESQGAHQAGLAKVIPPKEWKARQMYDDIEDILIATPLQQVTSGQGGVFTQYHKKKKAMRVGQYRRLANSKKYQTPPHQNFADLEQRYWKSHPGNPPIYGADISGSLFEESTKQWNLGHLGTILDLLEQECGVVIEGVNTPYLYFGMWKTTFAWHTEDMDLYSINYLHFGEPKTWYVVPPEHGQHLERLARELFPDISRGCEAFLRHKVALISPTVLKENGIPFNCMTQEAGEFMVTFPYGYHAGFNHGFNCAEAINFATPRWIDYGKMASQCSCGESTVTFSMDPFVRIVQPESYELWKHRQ
RECQ1 inh: qHTS Assay for Inhibitors of RecQ-Like Dna Helicase 1 (RECQ1); ATP-dependent DNA helicase Q1 (Homo sapiens), P46063; AID 2549, 2010; Potency, µM (titrated, usually from 57.3 µM), inactives show top-dose activity, negative = inhibition, actives largely listed as inhibitors; RECQ1 DNA unwinding, red fluorescence kinetic read; 240,000 compounds, 0.54% hits;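 also: plate controls were vehicle for no effect and no enzyme for full effect; nearly all actives have a fitted effect of over 30% in size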
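RECQ1T1 50 nM; forked duplex (20 bp + 30-nt ss tails) 200 nM, ATP 2 mM final; pH 8.0, 2 mM MgCl2, 2.5 ug/ml poly(dI-dC); 15 min compound preincubation; discontinuous kinetic read over 2 h at RT.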
LMNA splice mod: qHTS Assay for Modulators of Lamin A Splicing | Potency, µM (highest dose often 46.1 µM), inactives show at the highest dose ratio change, negative = inhibition, hits mostly inhibitors | AID 1487, 2009 | HeLa LMNA splicing GFP/RFP minigene ratio, 48 h | 200,000 compounds, 0.01% hits; active = well fitted inhibition curve with a large enough effect in the signal ratio, with a control signal flat, not every such curve was filed as active; inconclusive = small, poorly fitted or top-dose-only effect, or effect the other way, or a change in a side signal; the % refers to the signal ratio; also: % is scaled to controls: 0 for no effect and ±100 for the full control effect
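Read-out is the ratio of GFP to DsRed2 object intensity, acquired by 488 nm laser-scanning cytometry on HeLa lamin A-EGFP minigene reporter cells. Compound incubation 48 hrs at 37 °C in Opti-MEM with 2% FBS; DMSO 0.5% final.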
KinaseGlo FLuc: Counterscreen for Luciferase (Kinase-Glo TM) Inhibition. Potency, µM (series often up to 38.3 µM), without a hit: top-dose activity change, negative = inhibition, hits mostly inhibitors. Kinase-Glo luciferase, ATP luminescence, 8 min. Luciferin 4-monooxygenase (Photuris pensylvanica), Q27757. 200,000 compounds, 0.28% hits; also: % is scaled to controls: 0 for no effect and ±100 for the full control effect; nearly all actives have a fitted effect of over 60% in size
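Inhibition of Kinase-Glo luciferase light generation was assessed at 10 uM ATP in pH 7.2 imidazole buffer, with luminescence measured after eight minutes at ambient temperature.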
* hit, by the source's call; i = inactive; ? = inconclusive; · = no result given; & = joins results of further samples; ! = not active in a repeat; [ ] = dose if it differs, or a comment. Unless noted, calls follow the shape of the dose curve; as a rule, active = well fitted curve in the direction sought with a large enough effect; inconclusive = small, poorly fitted or top-dose-only effect, or another doubt; inactive = no such curve, though single readings can be large; an effect the other way counts as inactive or inconclusive. Potency is read from the fitted curve at half-maximal effect.

SMILES	SMN2 splice enh	L3MBTL1 inh	Tau fibril ThT	ALDH1A1 block	KDM4E inh	RECQ1 inh	LMNA splice mod	KinaseGlo FLuc
CCn1c(N2CCN(S(=O)(=O)c3ccccc3C(F)(F)F)CC2)nc2ccccc21	·	-2%	-17%	-1%	-6%	-4%	?	·
Cc1ccc(S(=O)(=O)N2CCOCC2)cc1NC(=O)c1cc2c(s1)CCC2	-16%	·	-4%	?	5%	-5%	-6%	21%
Nc1ccc(S(=O)(=O)Nc2nccs2)cc1	-4%	·	-8%	-8%	?	-5%	?	-6%
O=C(c1c[nH]c(=O)n(-c2ccccc2)c1=O)N1CCc2ccccc21	-11%	-1%	-11%	-3%	1%	-3%	-2%	-1%
O=C(c1ccc(CNS(=O)(=O)c2ccccc2)cc1)N1CCN(Cc2ccccc2)CC1	-70%[inhibitor]	·	-10%	-5%	1%	-16%	?	-2%
C/C(=N/NC(=O)c1cc(-c2ccc(Br)s2)[nH]n1)c1ccco1	-10%	-4%	?	-11%	?	i	·	0%
FC(F)Sc1ccc(Nc2ncnc3nc[nH]c23)cc1	11µM*	7%[11.4 µM]	-10%	2%	21%	2%	-9%	0%
CC[C@H](C)[C@H](NC(=O)c1ccccc1)C(=O)Nc1ccc(S(=O)(=O)Nc2cc(C)nc(C)n2)cc1	·	1%	-1%	·	-2%	1%	·	·
CCc1ccc(-n2c(=S)sc3c(=O)n(-c4ccccc4OC)c(=S)[nH]c32)cc1	-17%	·	-14%	13µM*	-2%	-3%	·	2%
O=S(=O)(NCc1ccccn1)c1ccc(Cl)s1	·	0%	-15%	-3%	-2%	-1%	16%[46 µM]	-5%
Cc1cc(C(=O)Nc2c(C)n(C)n(-c3ccccc3)c2=O)cs1	?	1%[11.4 µM]	-5%	-2%	-2%	5%	-3%	-2%
Cc1ccccc1NC(=O)c1csc2c1CCCC2	?	-1%	8%	?	-1%	-8%	?	-15%
O=C(CCn1c(=O)c2ccccc2n(CC(=O)N2CCN(c3ccccc3)CC2)c1=O)NCc1ccco1	-36%[inhibitor]	·	-14%	-5%	0%	-1%	1%[46 µM]	-2%
CCN(CC)CCNS(=O)(=O)c1ccc(OC)c(Br)c1	-24%	·	-6%	-3%	-6%	i	6%	-3%
COc1cc(N(C)C)c([N+](=O)[O-])cc1C(=O)N1CCOCC1	·	8%	-13%	-4%	1%	i	-4%[46 µM]	0%
CN(C)S(=O)(=O)c1ccc(NC(=O)COC(=O)c2n[nH]c3ccccc23)cc1	-3%	1%	4%	-4%	?	i	23%	-1%
Cc1cc(-c2ccccc2)c2c3c(c(-c4ccccc4)n2n1)c(=O)n(C)c(=O)n3C	-4%	7%	-9%	3%	14%	i	16%[0.0737 µM]	1%
O=C(CC12CC3CC(CC(C3)C1)C2)Nc1ccccc1N1CCOCC1	-16%	-6%	2%	1%	5%	6%	·	-3%
COc1ccc2c(c1)c1ncn(CCc3ccccc3)c(=O)c1n2C	-13%	·	?	?	?	18%	-2%	-3%
COc1ccc(NC(=S)NCCN2CCC(C)CC2)cc1Cl	-41%[inhibitor]	-16%[2.29 µM]	-4%	4%	8%	i	·	1%

Fetched by compound from above (six):
SMILES	SMN2 splice enh	L3MBTL1 inh	Tau fibril ThT	ALDH1A1 block	KDM4E inh	RECQ1 inh	LMNA splice mod	KinaseGlo FLuc
COc1cc(N(C)C)c([N+](=O)[O-])cc1C(=O)N1CCOCC1	·	8%	-13%	-4%	1%	i	-4%[46 µM]	0%
O=C(c1c[nH]c(=O)n(-c2ccccc2)c1=O)N1CCc2ccccc21	-11%	-1%	-11%	-3%	1%	-3%	-2%	-1%
Cc1ccc(S(=O)(=O)N2CCOCC2)cc1NC(=O)c1cc2c(s1)CCC2	-16%	·	-4%	?	5%	-5%	-6%	21%
COc1ccc(NC(=S)NCCN2CCC(C)CC2)cc1Cl	-41%[inhibitor]	-16%[2.29 µM]	-4%	4%	8%	i	·	1%
CC[C@H](C)[C@H](NC(=O)c1ccccc1)C(=O)Nc1ccc(S(=O)(=O)Nc2cc(C)nc(C)n2)cc1	·	1%	-1%	·	-2%	1%	·	·
COc1ccc2c(c1)c1ncn(CCc3ccccc3)c(=O)c1n2C	-13%	·	?	?	?	18%	-2%	-3%

The results go on:
SMILES	SMN2 splice enh	L3MBTL1 inh	Tau fibril ThT	ALDH1A1 block	KDM4E inh	RECQ1 inh	LMNA splice mod	KinaseGlo FLuc
O=C1N[C@H](Cc2ccccc2)C(=O)N1Cc1cccc2ccccc12	-2%	·	-2%	6%	3%	i	·	-1%
OC(COCCOc1ccc(Br)cc1)CN1CCN(Cc2ccccc2)CC1 (stereo not given)	-60%[inhibitor]	0%	-4%	8%	-5%	5%	?	-3%
COc1cc2c(cc1OC)CN(C(=O)c1ccc(OC)c([N+](=O)[O-])c1)CC2	·	1%	-14%	·	-8%	-4%	·	·
O=C(O)C1CCCN1S(=O)(=O)c1ccccc1 (stereo not given)	30%	21%	-5%	1%	-3%	0%	-12%	0%
CSc1nc(-c2ccccc2)cn1-c1ccc(NC(C)=O)cc1	?	-1%	-4%	?	-10%	-20%	?	-1%
O=[N+]([O-])c1ccc(N2CCCCC2)cc1	·	-14%	8.9µM*	·	2%	-3%	·	·
Cc1cc(NC(=O)CSc2nc3c(c(-c4cccnc4)c2C#N)CCC3)no1	-4%	0%	-3%	?	?	i	-3%	-3%
CCc1cc2c(C)cc(C)cc2nc1SCC(=O)Nc1cc(C)on1	-24%	11%	-1%	21%	-3%	i	15%[46 µM]	3%
CCCCCCN(C(=O)CCCCCN1C(=O)NC(C2CC2)C(C(=O)OCc2ccccc2)=C1C)C(C(=O)NCCCC)c1ccc(OCC(=O)OC)c(C(=O)OC)c1 (stereo not given)	-29%	·	-12%	13µM*	5%	9%	·	-3%
S=c1[nH]nc(CSCCOc2ccc(Cl)cc2Cl)o1	·	-8%	-6%	0.1µM*	?	3%	?	·
O=C(Nc1cccc(Cn2cccn2)c1)c1cc2c(s1)CCCC2	?	·	?	?	-2%	2%	?	-27%
OCCC1CN(Cc2c(F)cccc2Cl)CCN1C1CCCCC1 (stereo not given)	1%	-1%	-4%	2%	0%	i	5%[46 µM]	-3%
CCc1ccc(NC(=O)c2ccc3nc(N)sc3c2)cc1	?	·	?	-7%	-8%	i	-11%	-5%
COc1ccc(C(=O)c2ccc(Cl)cc2)cc1	-9%	·	-4%	0%	-5%	-7%	4%	-1%
C/C(=N\Nc1nc(-c2ccccc2O)nc2ccccc12)c1ccccc1	·	-2%	-8%	3%	-9%	-3%	0%[46 µM]	-7%
CC(C)Nc1oc(-c2ccccc2)nc1-c1cccc2ccccc12	10%	·	-11%	1%	-7%	-2%	·	-1%
COc1ccc(C(=O)c2c(NC(C)=O)sc3c2CCN(C(=O)OC(C)(C)C)C3)cc1	·	-26%	-16%	·	-8%	-9%	·	·
COc1ccc2c(c1)cc(C)c1nnc(SCC(=O)N3CCN(C(=O)c4ccco4)CC3)n12	10%	-15%	?	-3%	4%	-12%	2%	-5%
c1cnc(-c2noc(CN3CCN(C4C5CC6CC(C5)CC4C6)CC3)n2)cn1 (stereo not given)	·	-1%	-5%	-18%	-19%	i	·	-5%
CS(=O)(=O)N(CC(=O)Nc1cccc(F)c1)Cc1ccccc1	-6%	0%	11%	5%	8%	-11%	-12%	1%
Cc1ccc(N2C(=O)C(c3c(C)[nH]n(-c4ccccc4)c3=O)(C(F)(F)F)C3=C2CC(C)(C)CC3=O)cc1 (stereo not given)	4%	·	?	3%	0%	0%	-3%	0%
Cc1ccc(N2C(=O)/C(=C/c3cccnc3)SC2=S)cc1	-10%	16%	5%	?	-3%	i	?	0%
CC(Oc1ccccc1)C(=O)NC1C(=O)N2C1SC(C)(C)C2C(=O)O (stereo not given)	-8%	5%	3%	2%	1%	17%	·	5%
CC1(C)Cc2c(sc3nc(SCC(=O)N4CCOCC4)nc(N)c23)CO1	-1%	-1%	2%	?	?	-3%	6%	0%
CCCc1nc2n[nH]c(N)c2c2c1COC(C)(C)C2	-1%	3%	2%	13%	1%	-3%	-1%	0%
Oc1cc(O)c2c(c1)O[C@H](c1ccc(O)c(O)c1)[C@H](O)C2	-1%&-3%[20.6 µM]	-26%	·	14%&1%[20.9 µM]	11µM*!	-18%[25.9 µM]	-17%&3%	0%&0%[17.1 µM]
C/C(=N\Nc1nc(N2CCOCC2)nc(N2CCOCC2)n1)c1cccs1	-3%	·	0%	3%	-4%	-5%	18%[9.22 µM]	-3%
CC(C)c1onc(C(=O)Nc2cccc(O)c2)c1[N+](=O)[O-]	-23%	·	-14%	2%	2%	i	·	-2%
COc1ccc(CCC(C)NC2C3CC4CC(C3)CC2C4)cc1 (stereo not given)	7%	1%	-12%	12%	-1%	-15%	16%	-1%
O=C(NC12CC3CC(CC(C3)C1)C2)N1CCN(S(=O)(=O)c2ccc(Cl)cc2)CC1	-29%	2%	-12%	-6%	-7%	i	?	-6%
COc1ccc(S(=O)(=O)N(CCc2ccccc2)CC(=O)N/N=C/c2ccc3c(c2)OCO3)cc1	-9%	-9%	-6%	?	-3%	i	?	-4%
Cc1ccc(CNC(=O)Cc2nc3nc(C)cc(C)n3n2)cc1	-5%[1.84 µM]	5%	-3%	9%	18%	-8%	-7%	-4%

High-throughput results from PubChem.

Some of the compounds tested; rates above refer to the full screens.
